# TcdB inh = blocks C. difficile toxin B glycohydrolase activity; P18177; TcdB glycohydrolase enzymatic assay, plate reader; inhibition, % at 9.99 µM; hit rate 0.24% among 350,000; in the data active means inhibition above about 10%
# Mtb BioA inh = inhibitors of Mycobacterium tuberculosis BioA enzyme. purified M. tuberculosis BioA enzyme, plate reader. inhibition, % at 9.99 µM. hit rate 0.096% among 360,000. AID 602481; in the data active means inhibition above about 40%
# Numbers without * were called inactive. Some of the compounds tested; count on the stated rates, not on these rows.
SMILES,TcdB inh,Mtb BioA inh
COc1ccc(S(=O)(=O)Nc2ccc3c(c2)C(=O)N([C@H](C)CO)C[C@@H](C)[C@H](CN(C)S(=O)(=O)c2cccs2)OCCCC[C@@H](C)O3)cc1,-0.2,-3.1
COc1ccc(CNC(=O)C[C@H]2C[C@@H]3c4cc(NS(=O)(=O)c5ccc(F)cc5)ccc4O[C@@H]3[C@H](CO)O2)cc1,-6.4,-1.1
Cc1noc(C)c1NC(=O)N1C[C@H](O)COC[C@H]2O[C@H](CC(=O)NCC3CCCCC3)CC[C@@H]21,-0.2,-1.2
C[C@H](NC(=O)[C@H]1[C@H](CO)[C@H]2Cn3c(cccc3=O)[C@H]2N1C(=O)C1CC1)c1ccccc1,0.6,0.2
C[C@H](CO)N1C[C@H](C)[C@@H](CN(C)C)Oc2ccc(NC(=O)Cc3ccccc3)cc2CC1=O,-0.1,-3.6
C[C@H]1CN([C@@H](C)CO)C(=O)c2cccc(NS(=O)(=O)c3ccccc3)c2O[C@@H]1CN(C)C(=O)NC1CCCCC1,-0.3,-1.3
C[C@@H]1CCCCO[C@H](CN(C)S(=O)(=O)c2cn(C)cn2)[C@@H](C)CN([C@@H](C)CO)C(=O)c2cc(NS(=O)(=O)c3ccccc3)ccc2O1,1.5,-0.6
COCC#Cc1ccc([C@H]2[C@@H](CO)N3CCCCN(S(=O)(=O)c4ccccc4F)C[C@H]23)cc1,-0.4,-4.3
C[C@H]1CN([C@@H](C)CO)C(=O)c2cc(C#CCN(C)C)cnc2O[C@H]1CN(C)C(=O)Cc1cccnc1,-0.7,1.8
COc1cccc(S(=O)(=O)Nc2ccc3c(c2)[C@@H]2C[C@H](CC(=O)N[C@@H](C)c4ccccc4)O[C@@H](CO)[C@@H]2O3)c1,0.1,2.1
CNC(=O)C[C@H]1CC[C@@H]2[C@@H](COc3ccc(NC(=O)c4cc(F)cc(F)c4)cc3C(=O)N2C)O1,-2.5,0.9
Cc1noc(C)c1S(=O)(=O)N(C)C[C@@H]1Oc2ccc(NC(=O)c3ccncc3)cc2CC(=O)N([C@@H](C)CO)C[C@@H]1C,-0.1,-1.0
COc1cccc(NC(=O)N(C)C[C@H]2Oc3cc(C#Cc4ccccc4)ccc3S(=O)(=O)N([C@H](C)CO)C[C@@H]2C)c1,-1.1,-1.7
O=C(NCc1ccc(F)cc1)[C@H]1[C@H](CO)[C@H]2Cn3c(cccc3=O)[C@H]2N1C(=O)C1CC1,-1.4,1.1
CO[C@@H]1CN(C)C(=O)c2ccc(NS(C)(=O)=O)cc2OC[C@@H](C)N(CCC(F)(F)F)C[C@H]1C,0.5,-2.0
CNC[C@@H]1Oc2ccc(NC(=O)NC3CCCCC3)cc2C(=O)N([C@H](C)CO)C[C@@H]1C,0.4,-3.6
C[C@H](CO)N1C[C@H](C)[C@H](CN(C)S(=O)(=O)c2cn(C)cn2)OCCCC[C@H](C)Oc2ccc(NC(=O)Nc3ccccc3)cc2C1=O,-0.5,-0.2
CCNC(=O)C[C@H]1CC[C@H]2[C@@H](COc3ccc(NC(=O)Nc4c(C)noc4C)cc3C(=O)N2C)O1,-0.4,-3.5
Cc1ccc(S(=O)(=O)Nc2ccc3c(c2)C(=O)N([C@@H](C)CO)C[C@@H](C)[C@@H](CN(C)S(=O)(=O)c2ccccc2)OCCCC[C@@H](C)O3)cc1,0.1,-1.7
C[C@H](CO)N1C[C@H](C)[C@@H](CN(C)Cc2ccc(Cl)c(Cl)c2)Oc2ccc(NS(=O)(=O)c3cn(C)cn3)cc2CC1=O,2.2,7.4
COCC#Cc1cnc2c(c1)C(=O)N([C@@H](C)CO)C[C@@H](C)[C@H](CN(C)C(=O)Cc1ccccc1)O2,0.3,-3.2
COc1ccc(C(=O)N2C[C@H]3[C@@H](c4ccccc42)[C@@H](CO)N3C(=O)Cc2ccccn2)cc1,1.0,-7.0
C[C@H]1CN([C@@H](C)CO)C(=O)c2cc(-c3cccc(C#N)c3)cnc2O[C@@H]1CN(C)C(=O)C1CCC1,0.2,-2.7
Cc1ccc(S(=O)(=O)Nc2ccc3c(c2)C(=O)N([C@@H](C)CO)C[C@H](C)[C@H](CN(C)C(=O)NC2CCCCC2)OCCCC[C@H](C)O3)cc1,-1.4,-0.9
Cc1noc(C)c1S(=O)(=O)Nc1ccc2c(c1)C(=O)N([C@H](C)CO)C[C@H](C)[C@@H](CN(C)Cc1ccccc1)O2,0.0,-1.6
C[C@@H]1CCCCO[C@@H](CN(C)CC2CC2)[C@H](C)CN([C@H](C)CO)C(=O)c2cc(NC(=O)Nc3ccc(F)cc3)ccc2O1,0.5,4.0
Cc1noc(C)c1NC(=O)Nc1ccc2c(c1)C(=O)N([C@H](C)CO)C[C@@H](C)[C@@H](CN(C)S(=O)(=O)c1ccc(F)cc1)OCCCC[C@@H](C)O2,0.3,-0.5
C[C@@H]1CCCCO[C@H](CN(C)Cc2ccc(C(F)(F)F)cc2)[C@H](C)CN([C@H](C)CO)C(=O)c2cc(NC(=O)NC3CCCCC3)ccc2O1,-0.3,-1.0
C[C@@H]1CN([C@H](C)CO)C(=O)c2cc(N(C)C)ccc2O[C@@H](C)CCCCO[C@@H]1CN(C)Cc1ccc(C(F)(F)F)cc1,-17.0,0.4
CCNC(=O)[C@H]1[C@H](CO)[C@H]2Cn3c(ccc(C4=CCCCC4)c3=O)[C@H]2N1Cc1ccccc1,-0.5,5.8

# Single records, from the list above. Order of screens: TcdB inh, Mtb BioA inh
# C[C@H]1CN([C@@H](C)CO)C(=O)c2cc(-c3cccc(C#N)c3)cnc2O[C@@H]1CN(C)C(=O)C1CCC1 is listed with 0.2, -2.7
# C[C@@H]1CCCCO[C@H](CN(C)Cc2ccc(C(F)(F)F)cc2)[C@H](C)CN([C@H](C)CO)C(=O)c2cc(NC(=O)NC3CCCCC3)ccc2O1 is listed with -0.3, -1.0

# The list goes on.
SMILES,TcdB inh,Mtb BioA inh
CO[C@@H](CN(C)S(=O)(=O)c1ccc(F)cc1)[C@H](C)CN(Cc1ccccc1Cl)[C@@H](C)CO,1.2,-0.5
C[C@H](NC(=O)C[C@@H]1CC[C@H]2[C@@H](COC[C@H](O)CN2Cc2cc(F)ccc2F)O1)c1ccccc1,0.5,0.9
COc1cccc(S(=O)(=O)N[C@@H]2CC[C@H](CCN)O[C@H]2CO)c1,-3.4,0.0
CC(C)NC(=O)Nc1cccc2c1O[C@@H](CN(C)Cc1ccc(-c3ccccc3)cc1)[C@@H](C)CN([C@H](C)CO)C2=O,0.7,2.2
CC(C)NC(=O)Nc1ccc2c(c1)CC(=O)N([C@@H](C)CO)C[C@H](C)[C@H](CN(C)C(=O)Nc1ccc(F)cc1)O2,0.8,0.7
O=C(C[C@H]1CC[C@@H](NC(=O)NC2CCCCC2)[C@@H](CO)O1)NCc1ccc(F)cc1,1.5,-0.4
CC(C)NC(=O)N[C@@H]1CC[C@@H](CC(=O)NCCN2CCCC2)O[C@@H]1CO,1.4,-0.7
CN(C)CC(=O)Nc1ccc2c(c1)[C@H]1C[C@H](CC(=O)NCc3ccccc3)O[C@H](CO)[C@H]1O2,-1.5,-0.7
C[C@@H]1CN([C@H](C)CO)C(=O)c2cc(NC(=O)Cn3cnnn3)ccc2O[C@@H]1CN(C)Cc1ccc(-c2ccccc2)cc1,1.4,3.3
C[C@H]1CN([C@@H](C)CO)C(=O)c2cc(NC(=O)C3CCCCC3)ccc2O[C@H]1CN(C)C(=O)Nc1ccc(C(F)(F)F)cc1,0.7,-0.7

# 3 structures out of the list, ordered by number of heavy atoms, low to high:
SMILES,TcdB inh,Mtb BioA inh
CO[C@@H](CN(C)S(=O)(=O)c1ccc(F)cc1)[C@H](C)CN(Cc1ccccc1Cl)[C@@H](C)CO,1.2,-0.5
CN(C)CC(=O)Nc1ccc2c(c1)[C@H]1C[C@H](CC(=O)NCc3ccccc3)O[C@H](CO)[C@H]1O2,-1.5,-0.7
C[C@H]1CN([C@@H](C)CO)C(=O)c2cc(NC(=O)C3CCCCC3)ccc2O[C@H]1CN(C)C(=O)Nc1ccc(C(F)(F)F)cc1,0.7,-0.7

# The results go on.
SMILES,TcdB inh,Mtb BioA inh
C[C@@H](NC(=O)C[C@H]1C[C@H]2c3cc(NC(=O)c4cccnc4)ccc3O[C@H]2[C@@H](CO)O1)c1ccccc1,0.4,7.1
C[C@H](CO)N1C[C@H](C)[C@H](CN(C)S(=O)(=O)c2cccs2)Oc2ccc(NC(=O)Cn3cnnn3)cc2CC1=O,-0.4,1.8
C[C@@H]1CCCCO[C@H](CN(C)CC2CC2)[C@H](C)CN([C@@H](C)CO)C(=O)c2cc(NS(=O)(=O)c3cn(C)cn3)ccc2O1,-0.3,0.1
C[C@@H]1CCCCO[C@@H](CN(C)S(=O)(=O)c2ccc(F)cc2)[C@@H](C)CN([C@@H](C)CO)C(=O)c2cc(NC(=O)c3ccncc3)ccc2O1,-0.1,-3.2
C[C@H](O)C#Cc1ccc2c(c1)O[C@@H](CN(C)C(=O)C1CCCCC1)[C@H](C)CN([C@@H](C)CO)S2(=O)=O,0.2,0.6
O=C(Cc1ccncc1)NCC[C@@H]1CC[C@H](NC(=O)Nc2ccc(Cl)cc2)[C@@H](CO)O1,-1.1,2.3
C[C@H]1CN([C@@H](C)CO)C(=O)c2cc(C#CCN(C)C)cnc2O[C@H]1CN(C)Cc1ccccn1,-1.1,-0.8
CCC(=O)Nc1ccc2c(c1)C(=O)N(C)C[C@@H](OC)[C@H](C)CN(C(=O)CC1CC1)[C@@H](C)CO2,0.3,-1.0
C[C@@H]1CN([C@@H](C)CO)C(=O)c2cc(NC(=O)CCN3CCOCC3)ccc2O[C@H]1CN(C)C(=O)Nc1ccc2c(c1)OCO2,-0.7,-1.7
Cc1noc(C)c1NC(=O)Nc1ccc2c(c1)C(=O)N([C@@H](C)CO)C[C@H](C)[C@@H](CN(C)C(=O)Nc1ccc3c(c1)OCO3)OCCCC[C@H](C)O2,0.8,-2.0
CN1c2ccc(C#Cc3cccnc3)cc2[C@@H]2[C@@H](CCN2C(=O)C2CCCCC2)[C@H]1CO,0.2,3.9
O=C(N[C@@H]1CC[C@H](CCNS(=O)(=O)c2ccc(Cl)cc2)O[C@@H]1CO)c1cnccn1,0.2,3.0
COc1ccc(CN(C)C[C@H]2OCCCC[C@H](C)Oc3ccc(NC(=O)c4ccccc4)cc3C(=O)N([C@@H](C)CO)C[C@@H]2C)cc1,0.1,1.3
COc1cccc(S(=O)(=O)N2CCCCN3[C@H](CO)[C@H](c4ccc(-c5cccnc5)cc4)[C@@H]3C2)c1,0.0,1.4
CS(=O)(=O)Nc1ccc2c(c1)[C@@H]1C[C@H](CC(=O)NCc3ccc(Cl)cc3)O[C@@H](CO)[C@@H]1O2,0.4,0.6
C[C@@H]1CN([C@@H](C)CO)C(=O)c2cc(-c3cccc(F)c3)cnc2O[C@H]1CN(C)C(=O)Nc1ccccc1F,1.1,1.0
CCCC(=O)Nc1ccc2c(c1)OC[C@@H](C)N(Cc1nccs1)C[C@H](C)[C@H](OC)CN(C)C2=O,0.6,11.4
COc1ccc(S(=O)(=O)N(C)C[C@H]2OCCCC[C@@H](C)Oc3ccc(NC(=O)NC(C)C)cc3C(=O)N([C@H](C)CO)C[C@@H]2C)cc1,0.0,-2.3
C[C@@H]1CN([C@H](C)CO)C(=O)c2cccc(NC(=O)Nc3ccccc3)c2O[C@H]1CN(C)Cc1ccc(Oc2ccccc2)cc1,0.1,3.4
O=C(C[C@@H]1CC[C@@H]2[C@H](COC[C@H](O)CN2Cc2ccc(Cl)cc2)O1)NCc1ccccc1Cl,0.1,0.3
C[C@@H]1CCCCO[C@H](CN(C)C(=O)Nc2ccc(C(F)(F)F)cc2)[C@@H](C)CN([C@@H](C)CO)C(=O)c2cc(NC(=O)Nc3cccc4ccccc34)ccc2O1,1.5,-0.2
C/C=C/c1cnc2c(c1)C(=O)N([C@H](C)CO)C[C@H](C)[C@@H](CN(C)C(=O)Nc1ccc(F)cc1)O2,0.2,-1.2
COc1ccc(-c2cnc3c(c2)C(=O)N([C@H](C)CO)C[C@@H](C)[C@H](CN(C)C(=O)C2CCCCC2)O3)cc1,0.2,3.3
COc1ccc(S(=O)(=O)Nc2cccc3c2O[C@H](CN(C)C(=O)Nc2ccccc2)[C@@H](C)CN([C@@H](C)CO)C3=O)cc1,0.0,0.1
CS(=O)(=O)Nc1ccc2c(c1)[C@@H]1C[C@@H](CC(=O)NCCN3CCCCC3)O[C@H](CO)[C@@H]1O2,0.1,-2.6
CCCC#Cc1ccc2c(c1)O[C@@H](CN(C)S(C)(=O)=O)[C@H](C)CN([C@H](C)CO)S2(=O)=O,1.2,2.0
C[C@@H]1CN([C@H](C)CO)S(=O)(=O)c2ccc(C#CC3CC3)cc2O[C@H]1CN(C)C,-8.7,0.4
CCCC#Cc1ccc([C@H]2[C@@H](CO)N3CCCCN(S(=O)(=O)CC)C[C@@H]23)cc1,-0.5,-4.1
COc1ccccc1CNC(=O)C[C@H]1C[C@H]2c3cc(NS(C)(=O)=O)ccc3O[C@H]2[C@H](CO)O1,1.0,1.6
C[C@H]1CN([C@@H](C)CO)S(=O)(=O)c2ccc(C#Cc3ccc(F)cc3)cc2O[C@H]1CN(C)S(=O)(=O)c1cn(C)cn1,1.9,9.3
O=C(C[C@H]1CC[C@@H](NS(=O)(=O)c2ccccc2F)[C@@H](CO)O1)NCCCN1CCOCC1,0.8,-0.3
CNC[C@@H]1Oc2ccc(NC(=O)Nc3c(C)noc3C)cc2C(=O)N([C@@H](C)CO)C[C@@H]1C,-9.7,-2.5
CCCNC(=O)N1C[C@@H]2[C@H](c3ccccc31)[C@@H](CO)N2C(=O)c1ccccc1,-0.5,-1.0

# In another format: entries from further up
C[C@@H]1CCCCO[C@H](CN(C)Cc2ccc(C(F)(F)F)cc2)[C@H](C)CN([C@H](C)CO)C(=O)c2cc(NC(=O)NC3CCCCC3)ccc2O1
  TcdB inh = -0.3 | Mtb BioA inh = -1.0

C[C@@H]1CN([C@H](C)CO)C(=O)c2cc(N(C)C)ccc2O[C@@H](C)CCCCO[C@@H]1CN(C)Cc1ccc(C(F)(F)F)cc1
  TcdB inh = -17.0 | Mtb BioA inh = 0.4

CCNC(=O)[C@H]1[C@H](CO)[C@H]2Cn3c(ccc(C4=CCCCC4)c3=O)[C@H]2N1Cc1ccccc1
  TcdB inh = -0.5 | Mtb BioA inh = 5.8

# Bioassay records: PubChem, Broad Institute
